# Calpain2 inh: inhibitors of pig calpain II, primary screen, biochemical, fluorogenic peptide substrate, 1536-well; purified calpain II, 30 min; inhibition, % at 16 µM; 220,000 tested, 0.37% active; AID 1236, 2008;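 active means inhibition above about 50%, limit read from the data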
# EBV gp42 inh: Epstein-Barr virus gp42 inhibitors, primary screen, biochemical, uHTS, fluorescence polarization. Fluorescence polarization binding assay, mP read-out. inhibition, % (tested at 21.74 µM). 220,000 tested, 0.42% active; in the data active means inhibition above about 50%
# zfTRPN1 agonist: zebrafish TRPN1 channel agonists, primary screen, cell-based, HEK293, calcium fluorescence | transient receptor potential cation channel N1 (TRPN1/NompC), Danio rerio | HEK293 zebrafish TRPN1-YFP, Fluo-8 calcium fluorescence; 100% = response to 87 µM carbachol | activation, % at 3 µM | 220,000 tested, 0.18% active;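 active means activation above its plate's cutoff, the mean activation of test wells on that plate plus 3 SD, cut at about 19% in these data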;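 further: 0% = DMSO alone and 100% = 87 µM carbachol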
#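 System: zebrafish TRPN1-YFP in HEK293 cells / Dosing: 3 µM single point / Timing: dye loading 1 h at 37 °C, then 30 min room temperature / Signal: Fluo-8 calcium fluorescence, excitation 470-495 nm, emission 515-575 nm / Read-out basis: percent activation from peak over basal fluorescence ratio, control-normalized / Control set: high carbachol 87 µM, low DMSO alone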
# TRPML3 ag: human TRPML3 channel agonists, primary screen, cell-based, HEK293 TRPML3-YFP, Fluo-8 calcium fluorescence, 3 µM; 100% = the carbachol control signal; Mucolipin-3 (Homo sapiens), Q8TDD5; activation, % at 3 µM; 220,000 tested, 0.29% active;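 active means activation above its plate's cutoff, the mean activation of the plate's test wells plus 3 SD, cut at about 12% in these data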;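 further: 0% = DMSO only wells and 100% = carbachol wells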
#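 Test system: HEK293 cells stably carrying human TRPML3-YFP; Doses: single dose, 3 µM final nominal compound, 0.3% DMSO final; Schedule: dye loading 1 h 37 °C then 30 min ambient, 125 s read; Technique: Fluo-8 calcium fluorescence; Benchmarks: high control carbachol 87 µM, low control DMSO.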
# PPC-1+TRAIL kill: compounds killing PPC-1 cancer cells with TRAIL present, primary screen, TRAIL potentiator project, ATPLite luminescence, uHTS. PPC-1 cells + TRAIL, ATPLite viability luminescence. cell killing (% activity), % at 4 µM. 220,000 tested, 0.41% active. AID 1443, 2008;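 active means cell killing above 50% in the first pass at 4 µM, then a duplicate retest at 5 µM averaging 50% or more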;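 further: plate controls were cells with TRAIL plus DMSO for no effect and medium-only wells lacking cells for full effect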
# Cl transport mod: KCC2 cotransporter modulators, thallium flux, primary screen, cell-based, HEK293 KCC2, FluoZin-2 fluorescence, MLSMR; KCC2 cells, thallium flux FluoZin-2 fluorescence; B-score of Tl+ flux slope (higher = more flux/activation; lower = inhibition) at 10 µM; 190,000 tested, 2.2% active; AID 1456, 2008;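 active means thallium flux slope and its plate-corrected score both differing from the plate sample mean at a set confidence after two filtering rounds, in either direction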;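 further: slope of fluorescence scaled to starting intensity during 10 to 20 s after thallium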
# Target sequence (Q9H2X9 whole entry, looked up): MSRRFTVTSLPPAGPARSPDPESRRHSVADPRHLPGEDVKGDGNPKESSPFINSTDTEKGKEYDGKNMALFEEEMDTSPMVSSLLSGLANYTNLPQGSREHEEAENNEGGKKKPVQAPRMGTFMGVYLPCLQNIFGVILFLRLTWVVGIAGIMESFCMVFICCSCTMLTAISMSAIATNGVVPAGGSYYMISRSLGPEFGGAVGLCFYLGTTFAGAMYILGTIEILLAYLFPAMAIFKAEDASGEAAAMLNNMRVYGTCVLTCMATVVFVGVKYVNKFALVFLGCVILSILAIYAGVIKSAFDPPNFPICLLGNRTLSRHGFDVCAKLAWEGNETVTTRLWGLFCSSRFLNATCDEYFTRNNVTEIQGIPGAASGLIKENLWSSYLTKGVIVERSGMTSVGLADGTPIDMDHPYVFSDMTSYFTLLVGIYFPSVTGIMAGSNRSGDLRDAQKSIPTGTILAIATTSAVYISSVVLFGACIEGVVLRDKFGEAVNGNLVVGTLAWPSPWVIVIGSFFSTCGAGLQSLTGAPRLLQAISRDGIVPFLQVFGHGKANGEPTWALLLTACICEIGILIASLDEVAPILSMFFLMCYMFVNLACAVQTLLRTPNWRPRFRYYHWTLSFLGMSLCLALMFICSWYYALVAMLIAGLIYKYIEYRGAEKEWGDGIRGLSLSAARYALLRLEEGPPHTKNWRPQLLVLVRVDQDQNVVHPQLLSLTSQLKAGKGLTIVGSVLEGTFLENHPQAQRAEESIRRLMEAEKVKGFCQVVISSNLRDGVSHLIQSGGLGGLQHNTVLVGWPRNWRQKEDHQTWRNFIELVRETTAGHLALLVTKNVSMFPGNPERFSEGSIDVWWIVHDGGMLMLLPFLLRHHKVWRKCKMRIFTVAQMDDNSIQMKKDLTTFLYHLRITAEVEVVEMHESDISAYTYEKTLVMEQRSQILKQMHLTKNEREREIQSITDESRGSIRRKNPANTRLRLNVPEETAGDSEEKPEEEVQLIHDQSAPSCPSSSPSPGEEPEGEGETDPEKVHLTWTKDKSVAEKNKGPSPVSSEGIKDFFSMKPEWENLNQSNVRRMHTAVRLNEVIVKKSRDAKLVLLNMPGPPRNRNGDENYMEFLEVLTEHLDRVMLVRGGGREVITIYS
# TbHK1 inh: Trypanosoma brucei hexokinase 1 inhibitors, primary screen, biochemical, G6PDH-coupled NADH absorbance, MLSCN library; hexokinase 1 [Trypanosoma brucei]; recombinant TbHK1, G6PDH-coupled NADH A340; inhibition, % at 10 µM; 220,000 tested, 0.11% active;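 active means inhibition of 50% or more in the single-dose primary screen; inactive means inhibition below 50%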
# Furin inhibitor: human furin inhibitors, primary screen, biochemical, fluorescence intensity; P09958; purified furin, fluorogenic substrate cleavage; inhibition, % at 30 µM; 220,000 tested, 0.061% active; in the data active means inhibition above about 25%; further: inactives centre near -15
# thrombin 1536: human alpha-thrombin inhibitors, primary screen, counter-screen for coagulation protease inhibitor project, biochemical, 1536-well, fluorogenic AMC substrate | Prothrombin (Homo sapiens), P00734 | 220,000 tested, 0.26% active | AID 1046, 2008 | inhibition, % at 5 µM | Boc-VPR-AMC fluorogenic substrate cleavage;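 active means inhibition at or above 40%; inactive means inhibition below 40%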;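 further: 0% = enzyme with no compound and 100% = wells without enzyme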
#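 System – human alpha-thrombin protein · Reagent – Boc-VPR-AMC substrate, 15 µM final · Compound – 5 µM single dose in 0.2% DMSO · Schedule – reaction at room temperature · Technique – AMC fluorescence at 355 nm excitation and 460 nm emission · Read-out basis – % inhibition relative to enzyme controls and enzyme-free blanks · Control set – no-compound enzyme wells and no-enzyme blanks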
# * hit, by the source's call; . = no result given; [ ] = remark or other dose.
nr	SMILES	Calpain2 inh	EBV gp42 inh	zfTRPN1 agonist	TRPML3 ag	PPC-1+TRAIL kill	Cl transport mod	TbHK1 inh	Furin inhibitor	thrombin 1536
1	COc1ccc(/C=N/Nc2cc(N3CCCC3)nc(N3CCCC3)n2)cc1	-24	10	-1.4	-0.2	17	0.024	4	-12	-3
2	CC(C)(C)NC(=O)Cn1nnnc1-c1nonc1N	-37	1	0.5	0.3	-17	0.74	-6	-18[20 µM]	-6
3	O=C(Nc1cc(S(=O)(=O)N2CCOCC2)ccc1N1CCOCC1)c1ccc(Cl)nc1	0	-18	0.5	0.7	20	0.13	-15	-28	1
4	CCN1C(=O)c2cccc3cccc1c23	-33	-4	-1.1	0.2	26	.	-15	-18	-7
5	N#C/C(=C\c1c(N(Cc2ccccc2)Cc2ccccc2)nc2ccccn2c1=O)C(N)=O	4	11	1.4	1.0	19	-0.39	-12	0	2
6	OCC1(CCCc2ccccc2)CCN(Cc2cc(F)ccc2F)CC1	-18	0	0.8	1.3	7	0.54	-6	-24	-2
7	CC1(C)Cc2cccc(OCC(=O)Nc3cccnc3Cl)c2O1	-47	-7	-0.9	-0.1	3	-1.1	-2	-14[20 µM]	0
8	CCc1ccccc1NC(=O)CN(C)C(=O)CSc1nn(-c2ccccc2)c(=S)s1	33	-6	-1.8	-0.8	18	-1.4	-10	-11	-1
9	O=c1[nH]c(NNC(=S)NCc2ccccc2)nc2c1C1(CCCCC1)Cc1ccccc1-2	-29	-2	1.4	0.0	20	-0.54	6	-4	-2
10	Cc1cc(NCCCN2CCOCC2)n2nc(C)c(-c3ccccc3)c2n1	-79	-6	0.0	0.1	2	.	-18	-11	1
11	Cc1onc(-c2ccccc2Cl)c1C(=O)Nc1sc2c(c1C#N)CCC2	19	13	-0.3	-0.1	13	-1.4	-14	-21	-6
12	O=[N+]([O-])c1ccc(S(=O)(=O)N(CCCN2CCOCC2)Cc2cccs2)cc1	0	16	-0.1	0.3	10	-0.0064	-1	-22	-6
13	CC(=O)c1ccc(NC(=O)c2cc(Cl)sc2Cl)cc1	11	-4	0.5	-0.6	15	-0.3	5	-1	-6
14	NNC(=O)c1sc(-c2ccc(Cl)cc2)cc1N	-9	-3	-2.1	-0.9	-14	-0.016	-9	-16	9
15	O=C(Nc1c(C(=O)N2CCOCC2)cnn1-c1ccccc1)c1ccco1	-5	-2	1.4	0.8	14	-0.059	24	-13	-5
16	C=CCn1c(SCc2nc3ccccc3c(=O)[nH]2)nc2scc(C3CC3)c2c1=O	-26	-33	-1.7	0.0	6	0.47	-5	-10	-2
17	CC(=O)c1ccc(NC(=O)c2ccn(C(=O)OCC(C)C)n2)cc1	3	1	1.1	1.1	19	0.073	-8	-5	6
18	NS(=O)(=O)c1ccc(NC(=O)/C=C/c2ccccc2Cl)cc1	6	2	1.8	-0.4	8	0.28	1	-8	-3
19	CN(C)P(=NC(=O)COc1ccc(Cl)cc1Cl)(N(C)C)N(C)C	-21	-14	2.7	0.4	-2	-0.18	3	-16	-4
20	O=C(/C=C/c1ccco1)Nc1nc(-c2ccccc2)cs1	-31	-14	1.6	0.7	5	-1.7	16	-1	-7
21	Cc1ccc(S(=O)(=O)C2(C(=O)Nc3ccc4c(c3)OCO4)CC2)cc1	19	-17	-1.3	-0.1	-19	1.3	0	-15	1
22	Cc1ccc(CN2CCN(CC3CC4C=CC3C4)CC2)cc1 (stereo not drawn)	-4	-9	0.6	0.7	0[5 µM]	-4.6	3	-7[20 µM]	0
23	COc1ccc(OC)c(C(C(=O)NCc2ccco2)N(C(=O)Cn2nnc3ccccc32)C2CC2)c1 (stereo not drawn)	26	-10	1.0	-0.2	6	0.81	-1	-20	4
24	CCCn1c2ccccc2c2nnc(SCC(=O)Nc3c(C)n(C)n(-c4ccccc4)c3=O)nc21	4	-1	0.7	-0.1	5	-1.1	10	-17	1
25	Cn1c(=O)c2c(SCC(=O)N3CCOCC3)nc(CC(C)(C)C)nc2n(C)c1=O	9	9	0.2	1.0	.	.	-4	-15	-4
26	O=C(NNC(=S)Nc1ccc(Cl)cc1Cl)c1ccncc1	-4	-13	1.1	0.1	22	-0.018	-31	-6	-5
27	COc1ccc(S(=O)(=O)NCC2CCC(C(=O)NCCC(C)C)CC2)cc1 (stereo not drawn)	2	0	0.0	0.7	15	0.0053	-3	-19	-5
28	Cc1ccccc1CN(c1ccc(C(=O)Nc2ccccc2C(=O)N2CCCC2)cc1)S(C)(=O)=O	-38	-9	-1.3	0.4	5	-3	-6	-15[20 µM]	0
29	CC(=O)Nc1ccc2ccc3cccc4ccc1c2c34	-34	8	-0.3	0.2	1	-2.3	-14	-19[20 µM]	-4
30	CCOC(=O)c1cnc2c(N=Nc3cccc(Cl)c3)c(N)nn2c1N	-48	-33	0.4	0.7	17	0.53	-4	-8[20 µM]	6
31	CCCCc1cn([C@@H](CCCCN)C(=O)N2CCNCC2)nn1	12	32	1.6	1.0	15	0.91	-5	-32	-1
32	CS(=O)(=O)c1ccc2nc(NC(=O)C3=NN(c4ccccc4)C(=O)CC3)sc2c1	-28	-6	2.0	1.1	35	-0.21	-11	-22	1
33	COC(=O)Nc1ccc(S(=O)(=O)N2CCC(C)CC2)cc1	2	-30	1.4	0.7	-12	-0.67	-9	-10[20 µM]	1
34	Cc1cc(C(=O)CSc2nncs2)c(C)n1-c1ccc2c(c1)OCO2	-14	-12	3.7	2.9	-2	-1.7	-5	-9	3
35	O=C(Nc1nccs1)c1cc2sccc2n1Cc1ccc(F)cc1	11	-2	-1.7	0.5	8	0.11	-3	-14[20 µM]	-1
36	O=[N+]([O-])c1cccc(/C=C/c2nc(C=Nc3ccccc3)c(O)o2)c1	-32	-3	0.5	-0.5	21	0.72	-30	2[20 µM]	-2
37	O=C(COc1ccc(F)cc1Br)N1CCN(c2ncccn2)CC1	-8	-11	0.1	0.5	20	0.19	-2	-22	-3
38	O=C(/C=C/c1ccccc1)c1ccccc1O	-4	3	0.7	0.0	4	-1.4	-1	-18	-1
39	O=C(NCCc1ccc2c(c1)OCCO2)c1ccccc1F	17	-8	1.6	0.6	26	.	-1	-2	-1
40	O=C(CC1Nc2ccccc2NC1=O)c1ccccc1 (stereo not drawn)	-10	0	2.5	0.5	21	0.87	5	-24	6
41	Cc1nc2ccccn2c1/C(O)=C1\C(=O)C(=O)N(CCN2CCOCC2)C1c1ccncc1 (stereo not drawn)	20	-7	0.3	0.8	43	.	-15	4	-1
42	O=C(O)c1cc([N+](=O)[O-])c(N2CCCC2)c([N+](=O)[O-])c1	-2	-20	0.5	0.6	1	-1.4	2	-15	-2
43	CC1=NN(C(=O)Cc2ccc([N+](=O)[O-])cc2)C(O)(c2cccnc2)C1 (stereo not drawn)	-15	-14	0.3	-0.1	-6	0.11	-1	-22[20 µM]	2
44	O=c1ccn(-c2ccccc2)[nH]1	-7	-4	1.1	1.0	2	0.63	-8	-20	0
45	Cc1cc(NC(=O)CCC(=O)N(Cc2ccco2)C(C(=O)NCC2CCCO2)c2ccncc2)no1 (stereo not drawn)	0	4	0.8	0.9	4	0.041	-4	-7	-4
46	Nc1c(C(=O)Nc2ccc(Br)cc2)sc2nc(-c3ccco3)ccc12	-229	12	0.5	0.6	14	-3	-11	-3[20 µM]	-10
47	O=C(c1cc2ccccn2n1)N1CCN(c2ccccn2)CC1	-6	-13	0.3	0.5	22	-0.54	-10	-20	-4
48	Cc1ccc(C)c2nc(Cl)c(C#N)cc12	-45	3	0.9	0.5	16	-0.35	-6	-20	-8

# The list goes on, overlapping the part above by 4 compounds.
nr	SMILES	Calpain2 inh	EBV gp42 inh	zfTRPN1 agonist	TRPML3 ag	PPC-1+TRAIL kill	Cl transport mod	TbHK1 inh	Furin inhibitor	thrombin 1536
45	Cc1cc(NC(=O)CCC(=O)N(Cc2ccco2)C(C(=O)NCC2CCCO2)c2ccncc2)no1 (stereo not drawn)	0	4	0.8	0.9	4	0.041	-4	-7	-4
46	Nc1c(C(=O)Nc2ccc(Br)cc2)sc2nc(-c3ccco3)ccc12	-229	12	0.5	0.6	14	-3	-11	-3[20 µM]	-10
47	O=C(c1cc2ccccn2n1)N1CCN(c2ccccn2)CC1	-6	-13	0.3	0.5	22	-0.54	-10	-20	-4
48	Cc1ccc(C)c2nc(Cl)c(C#N)cc12	-45	3	0.9	0.5	16	-0.35	-6	-20	-8
49	COc1ccc(N(CC(=O)NC2CCCC2)C(=O)CCC(=O)Nc2cc(C)on2)c(OC)c1	-3	-18	2.0	1.1	18	-0.072	-1	-44	-1
50	O=C(NCc1ccc(-c2csnn2)cc1)c1cc(Cl)cc(Cl)c1	3	-14	-1.1	0.1	4	-0.016	-9	-21	-3
51	CC(C)(C)OC(=O)N1CCC(c2cc(-c3cccs3)n[nH]2)CC1	15	0	0.2	0.9	-12	-0.11	-2	-30	-2
52	O=C1c2cccc3cccc(c23)C(=O)N1CCCN(C(=O)c1cccs1)c1cccc(F)c1	-259	-18	2.0	0.7	5	0.2	-1	-15	0
53	CSc1nnc(CCNC(=O)OC(C)(C)C)o1	13	6	2.4	0.0	10	0.67	-2	-6	14
54	Cn1cccc1CC(=O)NNC(=O)Nc1ccc(Cl)cc1	-2	-9	1.6	0.5	22	0.011	4	-29	2
55	COc1ccc(CN2CCN(C(=O)c3ccco3)CC2)cc1OC	-1	-14	0.2	0.7	14	-0.017	0	-32	-2
56	CN(CC1CCOCC1)C(=O)CC1C(=O)NCCN1C/C=C/c1ccccc1 (stereo not drawn)	-36	-9	0.2	-0.8	2	.	-13	-24	0
57	COc1ccc(-n2nc3cc(C)c(NC(=S)NC(=O)c4ccccc4C)cc3n2)cc1	5	-4	0.5	-0.4	34	.	-11	-15[20 µM]	-2
58	CCSc1ncc(Cl)c(C(=O)Nc2ccccc2)n1	0	2	-1.3	-1.3	-2	-0.04	-13	-2	-12
59	Cc1cc(C)nc(SCc2ccc(C(=O)NN=C3C4CC5CC(C4)CC3C5)cc2)n1	28	-9	0.9	-0.1	31	0.55	37	-14	-4
60	CN1C=CC2=C(C#N)C(N)C(C#N)(C#N)C(c3ccccc3)C2C1 (stereo not drawn)	-57	63*	0.6	1.0	5	.	-8	24[20 µM]	-5
61	Cc1nc2cc(-c3ccc(Cl)cc3)nn2c(C)c1CCC(=O)NCc1ccco1	-48	-14	-0.2	0.5	-9	.	-20	-22	0
